Source: PubChem (several laboratories)
RGS4 inh: inhibitors of human RGS4; actives 0.45% (n = 310,000); B-score at 10 µM; HEK293 M3R/RGS4 inducible, Fluo-4 calcium flux; hits give high values; triggered by carbachol at its EC20;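 active means B-score, a plate-corrected calcium signal, over three deviations above library mean, with baseline fluorescence within five deviations of library mean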;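 further: RGS4 expression induced by doxycycline in cells with stable M3 receptor; B-score is computed from the integrated fluorescence ratio over baseline after carbachol; higher B-score means a larger calcium signal and so more RGS4 inhibition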
KCNQ1 act: potentiators or activators of human KCNQ1 potassium channel. P51787. actives 0.35% (n = 310,000). CHO-K1 KCNQ1, thallium flux FluxOR fluorescence; hits give high values. B-score at 10 µM. AID 2648;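 active means fluorescence ratio B-score, a plate-corrected score, at least three library SD, with initial intensity B-score within 5 SD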
Target sequence (P51787 whole entry, looked up): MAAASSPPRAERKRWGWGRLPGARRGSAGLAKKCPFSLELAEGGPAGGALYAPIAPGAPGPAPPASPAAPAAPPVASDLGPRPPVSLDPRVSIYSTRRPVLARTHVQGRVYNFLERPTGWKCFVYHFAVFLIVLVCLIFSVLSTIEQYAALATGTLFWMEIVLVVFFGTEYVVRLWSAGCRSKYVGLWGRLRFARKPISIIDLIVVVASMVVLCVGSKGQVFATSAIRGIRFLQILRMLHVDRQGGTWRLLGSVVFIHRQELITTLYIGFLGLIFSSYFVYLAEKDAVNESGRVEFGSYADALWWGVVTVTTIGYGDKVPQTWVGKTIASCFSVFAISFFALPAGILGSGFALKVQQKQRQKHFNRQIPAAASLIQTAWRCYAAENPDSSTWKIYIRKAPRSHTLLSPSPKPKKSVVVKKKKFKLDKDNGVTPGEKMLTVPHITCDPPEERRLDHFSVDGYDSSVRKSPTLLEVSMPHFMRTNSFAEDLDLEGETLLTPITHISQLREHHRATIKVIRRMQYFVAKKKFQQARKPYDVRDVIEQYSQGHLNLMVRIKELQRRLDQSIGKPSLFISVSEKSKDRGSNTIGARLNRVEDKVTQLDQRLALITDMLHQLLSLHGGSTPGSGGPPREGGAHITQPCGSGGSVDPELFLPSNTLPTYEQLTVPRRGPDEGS
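assay system = CHO-K1 cells stably expressing KCNQ1 | medium = assay buffer, equal DMSO in all wells | timing = 37 °C overnight plating, 90-min dark dye load, 20-min compound pretreatment | measured by = kinetic FluxOR thallium fluorescence, 10-s 1-Hz baseline, 110-s post-stimulus read | measure = fluorescence change relative to baseline, converted to B score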
KCNQ1 block: inhibitors of human KCNQ1 potassium channel | CHO-K1 KCNQ1, FluxOR thallium flux fluorescence; hits give high values | B-score at 10 µM | actives 1.3% (n = 310,000);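 active means compounds whose thallium flux B-score, printed positive for inhibition, exceeds three library SD while starting fluorescence stays within three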;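 further: channel opened by potassium depolarization with thallium stimulus after 20 min compound exposure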
SKKanGAS inh: SKKanGAS growth inhibition; actives 1.3% (n = 300,000); inhibition, % at 7.5 µM; AID 1662; S. pyogenes SKKanGAS, kanamycin growth, BacTiter-Glo, 6 h;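 active means mean replicate score, as percent of positive control median, at least 50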;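 further: strain carries kanamycin resistance gene driven by streptokinase promoter and grows in 40 µg/ml kanamycin; loss of luminescence reflects streptokinase promoter inhibition or plain growth inhibition; 0% = median of DMSO wells and 100% = positive control at its reference dose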
TMEM16A act: activates or potentiates the mouse TMEM16A chloride channel. B-score at 10 µM. actives 0.3% (n = 340,000). Q8BHY3. AID 623877. HEK293 TMEM16A/YFP-H148Q/I152L, iodide quench fluorescence; hits give low values;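 active means fluorescence-ratio B-score plate-corrected deviation score at least 3 library SD below zero, with starting fluorescence score within 5 deviations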;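 further: channel opened by trigger with iodide after compound preincubation; score built on the fluorescence ratio of max minus min over baseline; more negative score means more quench and so TMEM16A activation or potentiation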
TMEM16A inh: mouse TMEM16A channel inhibition, primary screen | Q8BHY3 | HEK293 TMEM16A/YFP iodide influx fluorescence, ionomycin | normalized B-score (activity score, 25-100; higher = stronger inhibition) at 10 µM | actives 1.2% (n = 310,000) | AID 588511;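 active means ratio plate-corrected score three or more library SD toward inhibition, starting fluorescence score within five deviations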;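 further: score derived from kinetic fluorescence span divided by baseline fluorescence per well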
hERG protect: shields human hERG channel from block by proarrhythmic agents; CHO-hERG, FluxOR thallium flux, dofetilide IC70 present; activation (rescue from dofetilide block), less the hit threshold, % at 10 µM; Q12809; actives 0.51% (n = 310,000);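 active means activation above the mean of controls blocked by dofetilide plus 5 SD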;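 further: thallium influx through hERG after potassium depolarization seen as dye fluorescence rise; in these data hits start at about 4.7%; inactives centre near -7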
HDAC3 inh: human HDAC3 inhibition | recombinant HDAC3, fluorogenic peptide/trypsin coupled, fluorescence | inhibition, % at 8.3 µM | actives 0.15% (n = 320,000) | AID 2718; in the data active means inhibition above about 26%, passing the limit was not always enough
Target sequence (O15379 whole entry, looked up): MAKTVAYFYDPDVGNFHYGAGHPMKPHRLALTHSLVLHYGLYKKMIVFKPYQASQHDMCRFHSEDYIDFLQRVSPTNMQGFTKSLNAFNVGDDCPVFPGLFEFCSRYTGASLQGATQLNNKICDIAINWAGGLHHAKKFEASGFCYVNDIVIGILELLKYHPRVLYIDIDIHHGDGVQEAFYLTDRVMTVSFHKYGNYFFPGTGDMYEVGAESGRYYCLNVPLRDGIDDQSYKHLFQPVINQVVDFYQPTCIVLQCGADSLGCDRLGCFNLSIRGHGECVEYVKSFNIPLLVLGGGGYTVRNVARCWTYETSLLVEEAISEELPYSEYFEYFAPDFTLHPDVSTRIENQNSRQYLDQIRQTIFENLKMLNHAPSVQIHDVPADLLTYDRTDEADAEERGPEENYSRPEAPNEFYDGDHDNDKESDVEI
KCNK3 inh: human KCNK3 channel inhibition, primary screen | O14649 | CHO-KCNK3 thallium flux, FluxOR fluorescence; hits give low values | B-score at 10 µM | actives 0.84% (n = 340,000) | AID 602410;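 active means B-score under library mean minus 4 SD, starting fluorescence ratio at most library mean plus 5 SD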;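 further: more negative B-score means stronger inhibition of thallium flux through KCNK3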
KCNK9 inh: blocks the human KCNK9 two-pore domain potassium channel | B-score at 10 µM | actives 1.2% (n = 310,000) | AID 488922 | HEK293 KCNK9, FluxOR thallium flux fluorescence; hits give low values | Q9NPC2;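 active means ratio B-score over 3 SD below the library mean, with starting fluorescence within 5 SD of its mean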;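 further: negative B-score means less thallium flux so channel inhibition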
RGS4 pot: RGS4 potentiation or activation | actives 0.92% (n = 310,000) | HEK293 M3R/inducible RGS4, carbachol calcium flux Fluo4; hits give low values | B-score at 10 µM | AID 463111;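 active means B-score of the integrated calcium signal more than 4 SD below the library mean, with starting fluorescence not abnormally high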;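 further: negative B-score means reduced calcium response which marks RGS4 activation or potentiation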
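Material: M3R-expressing HEK293 line, RGS4 induced by doxycycline | Schedule: Overnight RGS4 induction, 30 min dye load 37 °C, 20 min compound RT | Measured by: Fluo4 fluorescence kinetic imaging of calcium | Read-out: Integrated calcium ratio converted to B score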
An asterisk follows results filed as active; i = inactive; . = not tested or not shown.

SMILES	RGS4 inh	KCNQ1 act	KCNQ1 block	SKKanGAS inh	TMEM16A act	TMEM16A inh	hERG protect	HDAC3 inh	KCNK3 inh	KCNK9 inh	RGS4 pot
CN(C(=O)CSc1n[nH]c(-c2cccs2)n1)C1CCS(=O)(=O)C1 (stereo not given)	i	i	i	2	i	i	-8	1	i	i	i
Cc1cc(C)cc(NC(=O)CSc2nc3[nH]ncc3c(=O)[nH]2)c1	i	i	i	-5	i	i	-7	-4	i	i	i
CCN(CC)C1CCN(C(=O)c2ccc(OC3CCN(Cc4ccccn4)CC3)cc2)C1 (stereo not given)	i	i	i	-4	i	i	-5	-1	i	i	i
COc1ccc(N2CCN(S(=O)(=O)c3cnc[nH]3)CC2)cc1	i	i	i	-4	i	i	-8	-4	i	i	i
COC(=O)CN1C2=NCCCN2c2ccccc21	i	i	i	-5	i	i	-7	1	i	i	i
COc1cc(C(=O)NCc2ccco2)cc(OC)c1OC	i	i	i	-1	-24*	i	-5	0	i	i	i
Cc1cc(S(=O)(=O)N2c3ccc(F)cc3CCC2C)ccc1-n1cnnn1 (stereo not given)	i	i	i	0	i	i	-9	4	i	i	i
Cc1ccc(C2=[N+]([O-])C(C)N(O)C2(C)C)o1 (stereo not given)	i	i	i	3	i	i	-6	2	i	i	i
CCCCCN(C(=O)CCC(=O)OCC(=O)NCc1cccc(OC)c1)c1c(N)n(CCCC)c(=O)[nH]c1=O	i	i	i	0	i	i	-2	2	i	i	i
Nc1ccnn1Cc1ccncc1	i	i	i	-26	i	i	-17	3	i	i	i
COC(=O)c1ccccc1NC(=O)Cn1cnc2cc(C)c(C)cc21	i	i	i	8	i	i	-8	0	i	i	i
CC1(C)CC(N=Cc2c(O)n(Cc3ccc4c(c3)OCO4)c(=O)c3ccccc23)CC(C)(C)N1	i	i	i	2	i	i	-7	8	i	i	i
O=C(C[N+]1(CC#Cc2ccccc2)CCCCC1)c1ccc(Cl)cc1	i	i	i	7	i	i	-16	-2	i	i	i
CCCCNC(=O)N(O)C1N(/N=C/c2cccnc2)C(=S)SC1(C)C (stereo not given)	i	i	i	-4	i	i	-7	6	i	i	i
CC(Sc1nnc(N)s1)C(=O)Nc1ccc(N2CCOCC2)cc1 (stereo not given)	i	i	i	-5	i	i	-6	-12	i	i	i
C=CCn1c(SCC(=O)NC23CC4CC(CC(C4)C2)C3)nc(O)cc1=O	i	i	i	19	i	i	-8	-3	i	i	i
COc1ccc(NC(=O)c2cc3c(CO)cnc(C)c3oc2=Nc2cccc(F)c2)c(OC)c1	i	i	i	9	i	i	-3	-4	i	i	i
COCCOC(=O)c1c(C)n(C)c2ccc(OC(=O)c3cccs3)cc12	i	i	i	.	i	i	-5	1	i	i	i
CC(=O)Nc1ccc(OC(=O)c2ccc(Cl)cc2)cc1	i	i	i	-3	i	i	-14	-2	i	i	i
C/C(CC(=O)Nc1ccc(Cl)c(Cl)c1)=N\NC(=O)Cc1ccccc1	i	i	i	2	i	i	-6	.	i	i	i
Cc1cc(NC(=O)CSc2ccc(-c3ccc4c(c3)OCO4)nn2)no1	i	i	i	3	.	i	2	6	.	i	i
CC(=O)c1ccc(NC(=S)N2C(C)CCCC2C)cc1 (stereo not given)	i	i	i	-5	.	i	-9	8	.	i	i
Cn1c2ccccc2c2cnn(CC(=O)NCCCN3CCN(c4ccccc4F)CC3)c(=O)c21	i	i	i	4	i	i	-14	-1	i	i	i
CN1CCN(c2ccc(Cl)cc2NS(=O)(=O)c2ccccc2Cl)CC1	i	i	i	-4	i	i	-15	5	i	i	i
COC(=O)c1ccc(CSc2nc3ccc(C)cc3[nH]2)o1	i	i	i	-14	i	i	-7	0	i	i	i
The listing continues:
SMILES	RGS4 inh	KCNQ1 act	KCNQ1 block	SKKanGAS inh	TMEM16A act	TMEM16A inh	hERG protect	HDAC3 inh	KCNK3 inh	KCNK9 inh	RGS4 pot
COc1ccc(C(=O)NNC(=O)c2ccc(S(=O)(=O)N3CCCCC3)cc2)cc1	i	i	i	0	i	i	2	-1	i	i	i
O=C(CSc1nnc2c(n1)[nH]c1ccccc12)Nc1ccc2c(c1)OCO2	i	i	i	2	i	i	-11	8	i	i	i
c1ccc(Oc2ccc(-c3ccnc4nc(N5CCN(c6ccccc6)CC5)nn34)cc2)cc1	i	i	i	28	i	i	-13	-6	i	i	i
CC(C)(C)c1ccc(OC(=O)c2ccccc2)cc1	i	i	i	20	i	i	-6	3	i	i	i
COc1ccc(NC(=O)CSc2c(C)n[nH]c2C)cc1	i	i	i	-6	i	i	-7	5	i	i	i
CCNC(=O)CC1C(=O)N(c2ccccc2)C(=O)N1CCOC (stereo not given)	i	i	i	0	i	i	1	-1	i	i	i
COc1ccc(S(=O)(=O)N(C)c2ccc(C(=O)N3CCC(C(N)=O)CC3)cc2)cc1	i	i	i	1	i	i	-2	0	i	i	i
COC(=O)c1ccc(N2CCN(c3ccccc3)CC2)nc1	i	i	i	-4	i	i	-6	-3	i	i	i
Cn1c(=O)c2c(ncn2CC(=O)OCC(=O)c2ccc(Cl)cc2)n(C)c1=O	i	i	i	-3	i	i	-8	-5	i	i	i
COc1ccc([N+](=O)[O-])cc1NC(=O)COC(=O)/C=C/c1ccco1	i	i	i	-14	i	i	-6	4	i	i	i
Cc1ccccc1Cn1c2ccccc2c2cnn(CC(=O)NCc3ccco3)c(=O)c21	i	i	i	-1	i	i	-5	-13	i	i	i
CC(C)N1CCc2c(sc(NC(=O)c3ccc4ccccc4c3)c2C(N)=O)C1	i	i	i	6	i	i	-24	10	i	-7.9*	i
O=C(COC(=O)C1(c2ccccc2)CC1)NNC(=O)c1ccccc1F	i	i	i	-9	i	i	-12	-6	i	i	i
Cc1ccccc1-n1c(C)nnc1SCc1cc(=O)oc2ccc3ccccc3c12	i	i	i	-1	i	i	-9	4	i	i	i
O=C(COC(=O)c1ccc(O)cc1O)Nc1ncc(Cl)cc1Cl	i	i	i	8	i	i	-16	-3	i	i	i
Cc1cc(C)nc(NC(=S)Nc2cccc(Cl)c2Cl)c1	i	i	i	-2	i	i	-16	-5	i	i	i
O=C(NCc1n[nH]c(=S)n1-c1ccccc1)c1cccs1	i	i	i	-9	i	i	-10	8	i	i	i
O=C(CCNC(=O)c1ccc(Br)cc1)NCc1ccncc1	i	i	i	-2	i	i	-11	-4	i	i	i
Cc1cc(C(=O)CCl)c(C)n1CCc1ccccc1	i	i	i	-2	.	i	-8	7	.	i	i
COC(=O)c1cc(OC)c(OC)cc1NC(=O)c1cnccn1	i	i	i	-1	.	.	-8	.	.	i	i
COCCn1nnnc1C(c1cc2cccc(C)c2[nH]c1=O)N1CCN(c2ccccc2F)CC1 (stereo not given)	i	i	i	-5	i	i	-10	-11	i	i	i
CC(=O)c1ccc(NC(=S)NCCc2ccc(S(N)(=O)=O)cc2)cc1	i	i	i	4	i	i	-1	-2	i	i	i
Cc1ccc(NC(=O)Cn2nc(-c3ccccc3Cl)ccc2=O)c(Br)c1	i	i	i	-11	i	i	-12	-5	i	i	i
COC(OC)c1ccnc(-c2ccc(OC(C)=O)cc2)n1	i	i	i	-2	i	i	-15	4	i	i	i
CCOc1ccccc1N1CC(C(=O)Nc2ccc3c(c2)OCCO3)CC1=O (stereo not given)	i	i	i	5	i	i	-13	3	i	i	i
Next section:
SMILES	RGS4 inh	KCNQ1 act	KCNQ1 block	SKKanGAS inh	TMEM16A act	TMEM16A inh	hERG protect	HDAC3 inh	KCNK3 inh	KCNK9 inh	RGS4 pot
CC1CCCN(Cc2nc(Cc3ccccc3Cl)no2)C1 (stereo not given)	i	i	i	6	i	i	-9	3	i	i	i
CC1(C)Cc2c(c(N3CCOCC3)nc3sc4c(NN)ncnc4c23)CS1	i	i	i	17	i	i	-8	5	i	i	i
COc1ccc(Cl)cc1-c1nc(N)nc(N(C)C)n1	i	i	i	-3	i	i	-5	-1	i	i	i
C=C1CCN(C(C(=O)OC)C(C)C)S(=O)(=O)c2ccccc21 (stereo not given)	i	i	i	12	i	i	-5	-4	i	i	i
CCOC(=O)c1sc2nc(C3CC3)cc(-c3ccc(F)cc3)c2c1N	i	i	i	-2	i	i	-8	-5	i	i	i
O=C(NCCS(=O)(=O)N1CCN(c2ccccc2)CC1)c1ccc(Br)o1	i	i	i	-8	i	i	-5	1	i	i	i
O=c1c([N+](=O)[O-])c(NCCN2CCCCCC2)c2ccccc2n1-c1ccccc1	i	i	i	-1	i	i	-7	9	i	i	i
COC(=O)c1c(NC(=O)CN2CCC3(O)CCCCC3C2c2ccc(OC)cc2OC)sc(C)c1C (stereo not given)	i	i	i	6	i	i	-4	10	i	i	i
Cc1cc(C)cc(C(=O)Nc2ccc3[nH]c(=O)[nH]c3c2)c1	i	i	i	-1	i	i	-6	4	i	i	i
CCOC(=O)c1c(NC(=O)CC)sc2c1CCN(Cc1ccccc1)C2	i	i	i	0	i	i	-14	-1	i	i	i
O=C(NCc1ccc(Cl)cc1)c1cc(S(=O)(=O)N2CCCCC2)c[nH]1	i	i	i	-9	i	i	-11	5	i	i	i
COC(=O)c1cc(NS(=O)(=O)c2ccc3c(c2)CCC(=O)N3)cc(C(=O)OC)c1	i	i	i	1	i	i	-10	-11	i	i	i
COc1ccc(C2c3sc(=O)[nH]c3SC3C(=O)N(c4ccccc4)C(=O)C32)cc1 (stereo not given)	i	i	i	8	i	i	-9	-10	i	i	i
COc1ccc(N2C(=O)C(CN3CCCCC3)C2c2ccccc2)cc1 (stereo not given)	i	i	i	0	i	i	-4	-6	i	i	i
CC(C)CC(N)c1cn([C@@H](CCC(=O)O)C(=O)N2CCNCC2)nn1 (stereo not given in full)	i	i	i	-5	i	i	-4	-6	i	i	i
CCN(CC)C(=O)c1ccc(-c2nnc(Nc3ccc(C(=O)NC)cc3)c3ccccc23)cc1	i	i	i	4	i	i	-13	10	i	i	i
Cn1cccc1/C=C1\SC(=Nc2ccccc2)NC1=O	i	i	i	-2	i	i	-8	7	i	i	i
COc1cccc(C(c2ccccc2)N2C3CCC2CN(S(=O)(=O)c2ccc(F)cc2)CC3)c1 (stereo not given)	i	i	i	-5	i	i	-8	-3	i	i	i
O=C(c1cc(S(=O)(=O)N2CCCCC2)ccc1N1CCOCC1)N1CCN(Cc2ccccc2)CC1	i	i	i	-2	i	i	-6	-1	i	i	i
COC(=O)c1ccn(Cc2ccccc2Cl)n1	i	i	i	3	i	.	-8	.	i	i	i

Outcome played no part in choosing rows; any-hit rate near 6.3%.
